From PubChem BioAssay
HTR5A inv ag: HTR5A inverse agonism, opioid heterodimer counter-screen. P47898. HTR5A cell line, luminescence. inhibition, % at 9.3 µM. 0.083% of 340,000 active. AID 504634; in the data active = inhibition mostly above about 23%, no sharp cut-off; inactive = mostly below about 18%;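 note: 0% = cells with DMSO and 100% = no-cell wells with DMSO; some compounds called inactive have numbers as strong as hits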
PKA-R2B act: activates the human PKA-R2B holoenzyme complex. PKA-R2B holoenzyme dissociation, Cy5-IP20 fluorescence polarization; R2B truncated from residue 108, S112A mutant; 0% DMSO only, 100% 113 µM cGMP. activation, % at 11.4 µM. 0.079% of 340,000 active;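 active = activation above a cutoff set at the mean over all compounds plus 3 SD, cut at about 18% in these data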;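 note: higher means more holoenzyme dissociation and a rise in polarization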
phage Ecoli inh: E. coli growth loss with phage present; 0.26% of 360,000 active; growth absorbance; inhibition, % at 11.9 µM; AID 651602; in the data active = inhibition above about 11%
OPRM1-OPRD1 inv: inverse agonists of human mu-delta opioid receptor heterodimerization; inhibition, % at 9.3 µM; 0.21% of 340,000 active; P35372+P41143; cell-based MOR-DOR heterodimer luminescence, inverse agonism; in the data active = inhibition above about 22%, passing the limit was not always enough;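 note: 0% = cells with DMSO and 100% = wells without cells with DMSO; values of inactives mirror those of a sister screen read the other way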
Target sequence (P35372 whole entry, looked up): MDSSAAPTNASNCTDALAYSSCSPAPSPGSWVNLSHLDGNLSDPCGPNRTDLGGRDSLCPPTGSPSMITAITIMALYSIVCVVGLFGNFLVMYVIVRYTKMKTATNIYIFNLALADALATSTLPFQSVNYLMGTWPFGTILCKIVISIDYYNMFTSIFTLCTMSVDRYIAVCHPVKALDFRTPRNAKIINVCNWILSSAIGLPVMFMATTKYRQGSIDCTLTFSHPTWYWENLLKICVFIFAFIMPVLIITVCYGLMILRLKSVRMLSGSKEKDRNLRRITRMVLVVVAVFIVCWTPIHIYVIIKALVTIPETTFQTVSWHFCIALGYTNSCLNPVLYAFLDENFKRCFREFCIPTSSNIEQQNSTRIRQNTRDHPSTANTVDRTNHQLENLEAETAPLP
Target sequence (P41143 whole entry, looked up): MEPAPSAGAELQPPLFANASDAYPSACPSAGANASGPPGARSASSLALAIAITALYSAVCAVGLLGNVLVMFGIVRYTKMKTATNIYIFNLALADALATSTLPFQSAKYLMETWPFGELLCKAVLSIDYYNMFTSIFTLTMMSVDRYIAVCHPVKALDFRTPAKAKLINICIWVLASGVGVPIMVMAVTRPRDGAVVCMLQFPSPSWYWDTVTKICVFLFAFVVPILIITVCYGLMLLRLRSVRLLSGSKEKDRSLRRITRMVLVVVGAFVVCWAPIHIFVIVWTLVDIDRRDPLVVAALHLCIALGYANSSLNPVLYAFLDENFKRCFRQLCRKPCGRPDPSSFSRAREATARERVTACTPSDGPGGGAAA
PfHsp90 set2: growth inhibition of yeast expressing Plasmodium Hsp90. S. cerevisiae expressing PfHsp90, BacTiter-Glo ATP, 48 h; yeast lacking PDR1 and PDR3 efflux regulators. inhibition, % at 9.4 µM. 0.32% of 310,000 active;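 active = every replicate shows inhibition above about 80%, whatever the replicate mean, limit read from the data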;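 note: 0% = DMSO neutral controls and 100% = 20 µM radicicol positive controls; yeast relying on Plasmodium falciparum Hsp90 in place of its own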
MOR-DOR ag: agonists of human mu-delta opioid receptor heterodimerization; P35372+P41143; cells, OPRM1-OPRD1 heterodimerization, luminescence; activation, % at 9.3 µM; 0.3% of 340,000 active; in the data active = activation above about 18%;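 note: 0% = vehicle-treated cells and 100% = reference agonist; values of inactives mirror those of a sister screen read the other way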
PKA-R1A act: activators of PKA-R1A complex. 0.083% of 340,000 active. PKA-R1A dissociation, Cy5-IP20 fluorescence polarization; scaled: DMSO 0%, 113 µM cGMP 100%. activation, % at 11.4 µM. AID 504707;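 active = percent activation above the mean of all tested compounds plus 3 SD, cut at about 19% in these data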;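 note: higher means more PKAc released from R1A so a rise in polarization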
E coli growth: counter-screen for AddAB inhibitors: E. coli growth inhibition; inhibition, % at 11.9 µM; 0.27% of 330,000 active; AID 449728; E. coli V3065 growth, OD600 absorbance, 18 h;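 active = inhibition above the campaign's mean inhibition across all tested compounds plus 3 SD, cut at about 9.9% in these data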;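 note: uninfected addAB+ strain grown without phage in ampicillin broth; 0% = DMSO wells and 100% = ciprofloxacin 0.95 µg/ml wells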
Tat transport: inhibitors of E. coli Tat protein transport | inhibition, % at 10 µM | E. coli MC4100 TorA-mCherry Tat export, fluorescence | AID 488895 | 0.036% of 340,000 active;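 active = mean replicate inhibition at least 50% and at least half of replicates individually reaching 50%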;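 note: exported cargo escapes ClpAP degradation while cytoplasmic cargo is degraded and loses fluorescence; 0% = median of neutral control wells and 100% = median of NaSCN control wells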
SUMO Mot1 rescue: blocks SUMOylation pathway, rescuing yeast Mot1-301 growth | S. cerevisiae Mot1-301 growth rescue, ATP luminescence, 38.5C; percent above DMSO median, 100 means doubled | growth rescue, % at 18.8 µM | 1% of 320,000 active | AID 2716;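 active = every valid replicate shows activation above 250% relative to neutral control wells; inactive = the rest, any valid replicate at or below 250%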;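 note: OY570 slx delta 5 strain wells were the positive control but not used for scaling; some compounds called inactive have numbers as strong as hits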
AddAB inh: less growth of phage-infected E. coli with AddAB; inhibition, % at 11.9 µM; E. coli expressing H. pylori AddAB, absorbance growth; 0.29% of 330,000 active; in the data active = inhibition above about 12%;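 note: 0% = vehicle wells of infected cells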
* hit, by the source's call; / = not tested or not shown.

Sample of the layout:
SMILES | HTR5A inv ag | PKA-R2B act | phage Ecoli inh | OPRM1-OPRD1 inv | PfHsp90 set2 | MOR-DOR ag | PKA-R1A act | E coli growth | Tat transport | SUMO Mot1 rescue | AddAB inh
Nc1nn(-c2ccccc2Cl)cc1-c1nn[nH]n1 | -5 | 6 | 1.5 | 9 | -25 | -1.6 | -3 | 2.9 | -4 | 0 | 0.5
COc1cc(OC)c(OC)cc1CCC(C)NCCC(c1ccccc1)c1ccccc1 (stereo unspecified) | 3 | 1 | 2.1 | -15 | 1 | 3.0 | 2 | 1.7 | 8 | -23 | 3.6

All compounds of this part, previewed entries included:
SMILES | HTR5A inv ag | PKA-R2B act | phage Ecoli inh | OPRM1-OPRD1 inv | PfHsp90 set2 | MOR-DOR ag | PKA-R1A act | E coli growth | Tat transport | SUMO Mot1 rescue | AddAB inh
Nc1nn(-c2ccccc2Cl)cc1-c1nn[nH]n1 | -5 | 6 | 1.5 | 9 | -25 | -1.6 | -3 | 2.9 | -4 | 0 | 0.5
COc1cc(OC)c(OC)cc1CCC(C)NCCC(c1ccccc1)c1ccccc1 (stereo unspecified) | 3 | 1 | 2.1 | -15 | 1 | 3.0 | 2 | 1.7 | 8 | -23 | 3.6
Cc1cc(C)n(-c2c(F)c(F)c(CN3CCOCC3)c(F)c2F)n1 | -18 | 0 | 1.1 | 0 | 13 | 0.0 | 10 | 0.9 | -11 | -13 | -3.0
CN(Cc1cccnc1)C(=O)c1cc(COc2ccc3ncccc3c2)on1 | -29 | -1 | 2.8 | 9 | / | -1.9 | 2 | -0.8 | 5 | 0 | 6.5
O=C(CN1C(=O)S/C(=C\c2cccs2)C1=O)Nc1ccc(C(=O)O)c(O)c1 | 12 | -3 | -2.4 | 10 | -32 | -1.9 | 1 | 2.1 | 1 | -9 | 0.8
Cc1nccnc1Sc1ccccc1 | -20 | 7 | 2.4 | -3 | -7 | 0.5 | -4 | -0.2 | 1 | 8 | 1.1
O=C1NCCN(CC2CCN(CCC3CCCC3)CC2)C1=O | 16 | 0 | 4.4 | 9 | 0 | -1.8 | -2 | / | -3 | / | /
CNC1=C(N(C(C)=O)c2ccc(Br)cc2)C(=O)c2ccccc2C1=O | 9 | 3 | -0.6 | -30 | 8 | 6.2 | -5 | 3.6 | -5 | -8 | 2.9
Cc1ccc(C(=O)NC2CC2)cc1S(=O)(=O)N1CCOCC1 | -9 | -14 | 4.8 | 13 | / | -3.5 | -7 | -2.3 | -5 | -21 | 0.4
Cc1ccc(CNC(=O)c2ccccc2NC(=O)CN2CCN(C)CC2)cc1 | -23 | -1 | -0.5 | 9 | -7 | -1.8 | 5 | 1.1 | -6 | 3 | 2.6
N=c1n(CCO)c2ccccc2n1CCN1CCCCC1 | / | -13 | 0.1 | / | 4 | / | -9 | 1.8 | 8 | -2 | 8.0
COc1cc(O)c(C(CCN2CCCCC2)c2ccc3c(c2)OCO3)c(OC)c1 (stereo unspecified) | 11 | 0 | 2.5 | 4 | / | -0.7 | 1 | -0.5 | -3 | 1 | 3.4
Cc1ccc(C)c(OCCn2cc(/C=C(\C#N)C(=O)NCC3CCCO3)c3ccccc32)c1 (stereo unspecified) | 4 | -14 | 2.0 | -17 | -1 | 2.4 | 5 | -1.7 | -2 | -4 | 0.5
COC(=O)c1ccccc1NC(=O)c1cncc(Br)c1 | 9 | -2 | 1.1 | -7 | -87 | 1.3 | -2 | -2.0 | 3 | 3 | 0.6
COc1ccc(/C=C(/NC(=O)c2ccccc2)C(=O)N/N=C/c2ccncc2)cc1 | -2 | -2 | 5.9 | 5 | 26 | -0.9 | 10 | -0.1 | -6 | 3 | 2.7
COc1cccc(S(=O)(=O)Nc2cccnc2)c1 | -32 | -3 | 4.3 | 14 | / | -2.5 | -1 | 1.9 | 5 | -10 | 2.8
O=C(O)CCC(=O)N1CCc2cc(S(=O)(=O)NC3CCCc4ccccc43)ccc21 (stereo unspecified) | -10 | 5 | 3.6 | 3 | 11 | -0.6 | -4 | 3.5 | 3 | -10 | 1.5
Cc1cccc(NCC(=O)c2c(N)n(C)c(=O)n(C)c2=O)c1C | -4 | -3 | 4.0 | 4 | 14 | -0.8 | 0 | 1.0 | -10 | 171 | 3.1
COc1ccc(CN(C(=O)c2ccc(C)cc2)c2cccc(N)c2)cc1 | 2 | -8 | 3.1 | 17 | 0 | -3.0 | -9 | -0.5 | -3 | -7 | 6.0
CCCC(=O)Nc1nnc(SCC(=O)Nc2nc(C)cs2)s1 | -6 | 8 | 3.0 | 13 | -7 | -2.6 | -9 | 1.7 | -5 | 4 | 1.5
CCCCn1c(=O)nc2n(-c3ccccc3)c3ccccc3cc-2c1=O | 4 | -2 | 1.2 | 0 | 6 | -0.1 | -9 | -1.1 | 1 | 0 | 2.5
Nc1cc(N)c2c(c1)C(=O)c1ccccc1-2 | 10 | 8 | 4.9 | 8 | / | -1.5 | 12 | / | 15 | / | /
CCN(CC)S(=O)(=O)c1ccc(C(C)NC(=O)Cc2c[nH]c3ccccc23)cc1 (stereo unspecified) | -6 | -10 | 0.2 | 3 | -52 | -0.6 | 0 | -0.1 | 15 | 0 | -1.2
COC(=O)c1c(NC(=O)CN2CCN(c3ccccc3OC)CC2)c2cc(C)ccc2n1C | -9 | 1 | 3.2 | -1 | / | 0.2 | -13 | 1.2 | -6 | 2 | 1.1
O=S(=O)(CC(O)COc1ccccc1Cl)c1ccccc1 (stereo unspecified) | 6 | 3 | 3.2 | 10 | 3 | -2.5 | 10 | -2.5 | 4 | -10 | 2.5
C[C@@H](CC#N)CN1CC[C@H](C(C)(C)C)CCC1=O | 7 | -1 | -0.3 | 12 | 1 | -2.0 | 3 | 1.1 | -2 | -11 | 4.4
CCn1c(SCC(=O)N(C)CC(=O)Nc2cccc(OC)c2)nnc1-c1ccco1 | 2 | -8 | 1.8 | 20 | / | -3.9 | -1 | 0.2 | 2 | 62 | 0.8
Cn1c(=O)c(=O)n(C)c2cc(S(=O)(=O)N3CCN(c4ccccc4F)CC3)ccc21 | -31 | 4 | 1.5 | 6 | -14 | -1.1 | 1 | -1.3 | 5 | 95 | 1.5
O=C(CSc1ccccc1)Nc1ccc(S(=O)(=O)NCC2CCCO2)cc1 (stereo unspecified) | 5 | -11 | 1.1 | -5 | 13 | 0.9 | 6 | 0.1 | -6 | -19 | -0.2
O=C(Nc1nncs1)c1cccc(S(=O)(=O)N2CCOCC2)c1 | -17 | 0 | 3.0 | 16 | 10 | -3.2 | -11 | 1.8 | 1 | -7 | 6.8
COC(=O)c1ccc(/C=N/NC(=O)CNc2cccc(C)c2)cc1 | / | / | 4.4 | / | 1 | / | / | -0.6 | 3 | 7 | 2.4
COc1ccc(S(N)(=O)=O)cc1C(=O)N1CCCC1 | -5 | 1 | 2.8 | 9 | 18 | -1.7 | 15 | 0.0 | 1 | 13 | -1.4
Cc1ccc(C)c(NC(=S)N2CCC(NC(=O)c3ccc(F)cc3)CC2)c1 | -10 | -2 | 1.8 | 3 | -53 | -0.5 | 3 | 0.8 | 2 | 18 | 1.0
O=C(c1ccc(Cl)cc1Cl)N1CCc2ccccc21 | 2 | -9 | 1.5 | -1 | -1 | 0.3 | 3 | 2.1 | 2 | -5 | 3.0
COc1ccc(Cl)cc1NC(=O)CSc1nnc(CNC(=O)c2cccs2)o1 | 2 | 11 | 3.1 | 18 | -5 | -3.4 | 3 | -1.4 | 0 | 0 | 1.4
CC(C)Cc1ccc(CN2CCCC(NC(=O)CCN3CCCO3)C2)cc1 (stereo unspecified) | -5 | -8 | 2.0 | -5 | -7 | 0.9 | -15 | 0.3 | 2 | 5 | 0.4
Cc1ccc(NC(=O)N2Cc3ccccc3CC2C(=O)NC(C)(C)C)cc1 (stereo unspecified) | 4 | 1 | 1.8 | 9 | -8 | -1.6 | -5 | 3.5 | 8 | -17 | 2.5
Cc1ccc(-c2noc(CSc3nnc(-c4ccccc4)n3C)n2)cc1 | -2 | 8 | 2.3 | 5 | 20 | -0.9 | 3 | -0.2 | -1 | 49 | 2.3
CCCCCCn1c(N(CC)CC)nc2c1c(=O)[nH]c(=O)n2C | -32 | 0 | 3.3 | -4 | -6 | 0.7 | 13 | -2.4 | -5 | -12 | 2.5
NC(=O)c1nc(-c2ccco2)nc2c1[nH]c(=O)n2-c1ccc(Cl)c(Cl)c1 | 0 | 0 | -0.6 | -4 | 1 | 0.8 | -6 | -2.2 | -7 | 1 | 4.2
CN(CCC#N)S(=O)(=O)c1ccc2c(c1)c(=O)n(C)c(=O)n2C | 8 | -10 | 0.2 | 6 | -5 | -1.0 | 1 | 1.1 | 6 | -9 | 4.3
O=C(NCc1ccco1)C(c1cccnc1)N(C(=O)Cn1nnc2ccccc21)c1ccc(F)cc1 (stereo unspecified) | 13 | -2 | 1.6 | 18 | 10 | -4.2 | -3 | 1.4 | 16 | 0 | -1.1
CC1=NNC(=O)C1CC(=O)N/N=C/c1cccs1 (stereo unspecified) | -35 | 9 | 6.5 | 11 | -8 | -2.1 | -6 | -0.6 | 3 | -10 | 1.7
N#Cc1ccc(CSc2ncnc3c2cnn3Cc2ccccc2)cc1 | -9 | -1 | 1.7 | 5 | -7 | -0.8 | -2 | 0.6 | -5 | 3 | -2.9
CCn1nc(C(=O)Nc2ccc(Cl)c(S(=O)(=O)N3CCOCC3)c2)c2ccccc2c1=O | 9 | -2 | 2.7 | 9 | / | -1.8 | 7 | / | 0 | / | /
O=C(CCCCCN1C(=O)c2ccccc2C1=O)Nc1ccccc1F | -14 | -1 | 0.9 | 15 | 11 | -3.0 | 0 | -1.7 | -1 | 5 | -1.8
O=C(Nc1ccc2c(c1)OCCO2)c1cccc(Br)c1 | 10 | -2 | 1.4 | 12 | 14 | -2.3 | -7 | / | -2 | 58 | /
CC(=O)c1cccc(NC2c3ncccc3C(=O)N2Cc2ccco2)c1 (stereo unspecified) | 0 | 5 | 0.9 | 6 | 12 | -1.1 | -3 | -0.2 | -7 | / | -1.2
CC(C)c1ccc(-c2nn(-c3ccccc3)cc2C(=O)NCC2CCCO2)cc1 (stereo unspecified) | -3 | -10 | -3.0 | -47 | / | 7.2 | -4 | -2.4 | 4 | -22 | -0.3
Cc1cc(C)c(S(=O)(=O)NCC2CCC(C(=O)NCc3ccccn3)CC2)c(C)c1 (stereo unspecified) | -15 | -3 | 0.1 | 8 | 7 | -1.8 | 3 | 0.7 | 5 | -5 | 5.8
Cc1nc(NC(N)=S)sc1C(=O)Nc1ccccc1 | 7 | -6 | 3.4 | 22 | -19 | -4.3 | -6 | 1.2 | -4 | -14 | 1.9
O=C(N/N=C\c1cccc([N+](=O)[O-])c1O)C1COc2ccccc2O1 (stereo unspecified) | 10 | 4 | 4.5 | 12 | 4 | -2.2 | -9 | -0.8 | -9 | 11 | 1.8
CNc1nc(-c2ccc(OC)cc2)c(-c2ccc(OC)cc2)s1 | -7 | -7 | 1.0 | 12 | -5 | -2.4 | -4 | -2.3 | 9 | -15 | 2.2
CCOC(=O)c1ccc(NC(=O)NCc2ccn(CC)n2)cc1 | -32 | 3 | -2.4 | 4 | / | -0.7 | 6 | -2.2 | 2 | -31 | -0.2
CC1CCN(c2ccccc2NC(=O)c2ccc(F)cc2)CC1 | -12 | -2 | 2.2 | 2 | 35 | -0.4 | -1 | -2.1 | 10 | 336 | -2.3
